Compound activity as filed in PubChem.
LDHA inh = blocks human lactate dehydrogenase A; P00338; purified LDHA, NADH/diaphorase-resazurin fluorescence; stronger effect = lower value; 480,000 tested, 0.15% active; activity change, % (values are at about 110 or 230 µM); in the data active means activity change below about -30%; inconclusive means mostly about -25% to -30%;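 further: plate controls were DMSO wells for no effect and wells without enzyme for full effect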
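Resorufin fluorescence (ex540/em590), read at 0 and 20 min after diaphorase/resazurin addition, reports the NADH left after a 5 min room-temperature reaction of 2 nM human LDH5 with 0.06 mM NADH and 0.2 mM pyruvate.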
APE1 inh = blocks human APE1 abasic DNA cleavage; recombinant APE1, TAMRA/BHQ-2 abasic DNA cleavage fluorescence; AID 2517; P27695; Potency, µM (titrated, usually from 65.8 µM), without a hit: top-dose activity change, negative = inhibition, most hits filed as inhibitors; 350,000 tested, 0.35% active;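 further: potency means the concentration at half of the fitted maximal effect; plate controls were vehicle for no effect and reference inhibitor for full effect; nearly all actives have a fitted effect of over 55% in size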
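Substrate: short duplex with […] THF abasic site, 5'-TAMRA and 3'-BHQ-2, 50 nM final. APE1 at 0.75 nM, preincubated 15 min RT with compound. Fluorescence increase from first to third read measured activity.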
Apoferritin bind = candidate novel general anesthetic via apoferritin binding; 350,000 tested, 0.074% active; apoferritin/1-aminoanthracene competitive binding, fluorescence; Potency, µM (series often up to 77.5 µM), for the others: at the highest dose activity change, negative = displacement, most hits filed as inhibitors; further: potency means the concentration at half of the fitted maximal effect; on the % scale 0 is the no-effect control and ±100 the full control effect; nearly all actives have a fitted effect of over 20% in size
Target sequence (P02791 2-175 limits assumed): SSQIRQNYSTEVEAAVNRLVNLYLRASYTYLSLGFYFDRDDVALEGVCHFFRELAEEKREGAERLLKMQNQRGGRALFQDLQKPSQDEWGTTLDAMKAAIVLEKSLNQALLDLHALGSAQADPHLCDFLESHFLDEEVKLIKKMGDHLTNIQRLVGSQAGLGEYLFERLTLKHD
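Read-out: endpoint 1-AMA fluorescence, excitation 380 nm and emission 535 nm, after compounds sit 10 min at room temperature with 10 uM horse-spleen apoferritin in 50% saturated 1-AMA/PBS. Values come from four-parameter Hill fits.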
ALOX12 inh = ALOX12 (human) lipoxygenase inhibition. purified 12hLO, xylenol orange hydroperoxide absorbance. 580,000 tested, 1.1% active. Potency, µM (doses to about 108 µM), for inactives: at the highest dose activity change, negative = inhibition, actives largely listed as inhibitors. P18054. AID 1671190; further: potency means the concentration at half of the fitted maximal effect; on the % scale 0 is the no-effect control and ±100 the full control effect
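Hydroperoxide product was detected by ferrous iron/xylenol orange as the 573 to 405 nm absorbance ratio. Arachidonic acid at 40 uM (final) was turned over for 30 min at room temperature by 150 nM human 12hLO, pH 7.0 Hepes buffer, after 15 min compound preincubation.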
RGS4 inhibitor = human RGS4 inhibition; Transcreener GDP fluorescence polarization, RGS4-accelerated GTP hydrolysis; Potency, µM (top dose mostly 114 µM), for the others: at the highest dose activity change, negative = inhibition, actives largely listed as inhibitors; 390,000 tested, 0.039% active; further: potency means the concentration at half of the fitted maximal effect; on the % scale 0 is the no-effect control and ±100 the full control effect; nearly all actives have a fitted effect of over 75% in size; some results filed as inactive show a strong effect at the top dose
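MLSMR compounds (23 nl, pin-transferred) preincubated 10 min at room temperature with a 500nM (2x) first reagent, then RGS4 at 900nM (2x) plus Transcreener GDP mix added; fluorescence polarization (620/688 nm) read before and after 90 min at 30 °C.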
ERG-DNA inh = ERG Ets/DNA interaction inhibition | P11308 | fluorescence polarization, His-ERG Ets domain / labelled DNA | Potency, µM (series often up to 76.9 µM), for inactives: at the top dose FP activity, negative = inhibition, usual class: inhibitors | 370,000 tested, 0.028% active | AID 624246; active means well fitted inhibition curve with a large enough effect in the polarisation, with a control signal flat; inconclusive means small, poorly fitted or top-dose-only effect, or effect the other way, or a change in a side signal; inactive means no such curve, though single readings can be large or run the other way; the % refers to the polarisation;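 further: polarization taken with two DNA probes labelled with fluorescein and Texas red; potency means the concentration at half of the fitted maximal effect; % of control where 0% means no effect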
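His-tagged ERG Ets domain (1 uM in the protein solution; 300mM KCl, 50mM Tris-HCl, 1mM EDTA, 1mM DTT, pH 7.5) received compound, then a probe mix of 5 nM fluorescein-DNA and 100nM Texas-615-DNA. Fluorescence polarization was read for both dyes.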
Pol kappa inh = inhibitors of human DNA polymerase kappa | Q9UBT6 | purified Pol kappa, fluorescent DNA synthesis assay, 10 min | Potency, µM (doses to about 107 µM), for the others: top-dose activity, negative = inhibition, usual class: inhibitors | 400,000 tested, 0.53% active; further: potency means the concentration at half of the fitted maximal effect; on the % scale 0 is the no-effect control and ±100 the full control effect
Target sequence (Q9UBT6 whole entry, looked up): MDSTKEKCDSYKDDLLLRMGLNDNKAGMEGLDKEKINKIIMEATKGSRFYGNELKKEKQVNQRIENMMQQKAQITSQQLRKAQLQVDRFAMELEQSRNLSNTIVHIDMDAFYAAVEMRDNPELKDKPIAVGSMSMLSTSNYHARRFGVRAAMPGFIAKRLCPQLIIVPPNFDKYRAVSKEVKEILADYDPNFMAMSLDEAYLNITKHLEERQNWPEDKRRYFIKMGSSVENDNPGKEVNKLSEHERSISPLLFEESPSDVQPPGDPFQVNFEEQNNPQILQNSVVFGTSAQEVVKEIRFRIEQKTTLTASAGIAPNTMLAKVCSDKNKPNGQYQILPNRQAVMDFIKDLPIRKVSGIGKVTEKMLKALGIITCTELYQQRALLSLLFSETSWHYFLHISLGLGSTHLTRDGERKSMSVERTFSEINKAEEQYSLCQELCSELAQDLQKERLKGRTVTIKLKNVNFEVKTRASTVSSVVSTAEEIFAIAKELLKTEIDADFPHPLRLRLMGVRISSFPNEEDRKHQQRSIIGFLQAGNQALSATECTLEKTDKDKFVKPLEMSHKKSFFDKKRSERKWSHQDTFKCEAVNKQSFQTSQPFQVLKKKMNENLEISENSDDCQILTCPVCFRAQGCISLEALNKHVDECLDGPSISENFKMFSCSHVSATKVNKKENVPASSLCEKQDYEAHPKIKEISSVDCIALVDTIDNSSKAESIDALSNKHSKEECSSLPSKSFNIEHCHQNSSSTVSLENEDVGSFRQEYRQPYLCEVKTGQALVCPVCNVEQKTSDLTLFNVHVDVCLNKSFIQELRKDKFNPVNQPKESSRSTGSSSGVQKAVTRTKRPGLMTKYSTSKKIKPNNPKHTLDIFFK
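50 nM final substrate added after 15 min RT preincubation of 10 nM Pol kappa with compound; fluorescence read at 0 and 10 min.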
POLB inh = blocks human DNA polymerase beta activity; P06746; 340,000 tested, 1.3% active; Potency, µM (highest dose often 114 µM), without a hit: at the highest dose activity change, negative = inhibition, usual class: inhibitors; Pol beta primer extension/strand displacement, fluorescence kinetic; further: potency means the concentration at half of the fitted maximal effect; on the % scale 0 is the no-effect control and ±100 the full control effect
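Pol beta (10 nM) was preincubated with compound for 15 min at room temperature. The reaction was then started with 50 nM substrate and read immediately and after a further 10 min at room temperature.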
POLH inh = blocks human DNA polymerase eta activity; Potency, µM (doses to about 114 µM), without a hit: at the top dose activity change, negative = inhibition, most hits filed as inhibitors; 390,000 tested, 1.2% active; Q9Y253; recombinant Pol eta, fluorescent DNA replication assay; further: potency means the concentration at half of the fitted maximal effect; on the % scale 0 is the no-effect control and ±100 the full control effect
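Pol eta (10 nM) was preincubated with compounds for 15 min at room temperature, after which fluorescent replication substrate (50 nM final) was added to start the reaction. Fluorescence was read kinetically at 0 and 10 min.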
Numbers without * were called inactive; & = joins results of further samples; [ ] = remark or other dose. Unless noted, the call rests on the fitted dose curve; in most records, active means well fitted curve in the direction sought with a large enough effect; inconclusive means small, poorly fitted or top-dose-only effect, or another doubt; inactive means no such curve, though single readings can be large; an effect the other way counts as inactive or inconclusive. A portion of the library; count on the stated rates, not on these rows.

Results for Cc1ccc(CNC(=O)CS(=O)Cc2nc(-c3ccccc3C)oc2C)cc1 (centres undefined) ?
LDHA inh: -1; APE1 inh: 0%; Apoferritin bind: inconclusive; ALOX12 inh: 5%; RGS4 inhibitor: -16%; ERG-DNA inh: -1%; Pol kappa inh: 2%; POLB inh: 5%; POLH inh: -29%

Results for COc1ccc(CCNC(=O)COc2ccc3c(c2)OCO3)cc1 ?
LDHA inh: -5; APE1 inh: 45%[activator]; ALOX12 inh: inconclusive; RGS4 inhibitor: 13%; ERG-DNA inh: 1%; Pol kappa inh: -9%; POLH inh: -10%

What do the screens show for `CC(=O)Nc1ccc(SCCN2CC[C@@H](C(C)(C)C)CCC2=O)cc1`?
LDHA inh: -3; APE1 inh: 33%; ALOX12 inh: -64%; RGS4 inhibitor: -36%; ERG-DNA inh: 5%; Pol kappa inh: 0%&0%; POLH inh: -26%

What do the screens show for `Cc1ccsc1/C=N/Nc1nc2ccccc2s1`?
LDHA inh: -12; APE1 inh: inconclusive; Apoferritin bind: 4%; ALOX12 inh: inconclusive; RGS4 inhibitor: 19%; ERG-DNA inh: -6%; Pol kappa inh: -14%; POLB inh: 25%; POLH inh: -19%

What do the screens show for `COc1ccccc1OCCNC(=O)c1ccc(NC(=O)CC2SC(N3CCCC3)=NC2=O)cc1` (centres undefined)?
LDHA inh: -6; ALOX12 inh: 11%; RGS4 inhibitor: 15%; Pol kappa inh: -6%; POLH inh: 6%

How did Cc1cccc(N2CCN(S(=O)(=O)c3cccs3)CC2)c1C do in these assays?
LDHA inh: -2; APE1 inh: 14%; Apoferritin bind: 2%; ALOX12 inh: -8%; RGS4 inhibitor: 8%; ERG-DNA inh: -2%; Pol kappa inh: 0%; POLB inh: 23%; POLH inh: -25%

How did COc1ccc(-c2nc(CN3CCN(c4ncnc5ccccc45)CC3)c(C)o2)c(OC)c1 do in these assays?
LDHA inh: 1; APE1 inh: -3%; Apoferritin bind: -18%; ALOX12 inh: 10%; RGS4 inhibitor: 7%[11.4 µM]; ERG-DNA inh: 8%; Pol kappa inh: -10%; POLB inh: 5%; POLH inh: 9%

Results for C=CCN=C1SCC(=O)N1S(=O)(=O)c1ccccc1 ?
LDHA inh: -4; APE1 inh: -10%; Apoferritin bind: -22%; ALOX12 inh: -7%; RGS4 inhibitor: 11%; ERG-DNA inh: 14%; Pol kappa inh: -15%; POLB inh: 15%; POLH inh: -7%

How did CC(C)(C)Nc1nc(Cl)nc(NCCN2CCOCC2)n1 do in these assays?
LDHA inh: -9; APE1 inh: 0%; Apoferritin bind: 0%; ALOX12 inh: 0%; RGS4 inhibitor: 39%; ERG-DNA inh: 11%; Pol kappa inh: -12%; POLB inh: 0%; POLH inh: 9%

How did C=CCNC(=S)N1CCOCC1 do in these assays?
LDHA inh: -9; APE1 inh: -4%; Apoferritin bind: -9%; ALOX12 inh: -9%; RGS4 inhibitor: 6%; ERG-DNA inh: -13%; Pol kappa inh: 3%; POLB inh: 26%; POLH inh: -7%

How did C[N+]1(CCNC(=O)/C=N/O)CCCCC1 do in these assays?
LDHA inh: -22; APE1 inh: 1%; Apoferritin bind: -2%; ALOX12 inh: 6.3µM*; RGS4 inhibitor: -16%; ERG-DNA inh: 8%; Pol kappa inh: -1%; POLB inh: 8%; POLH inh: 2%

What do the screens show for `COC(=O)CC(NC(=O)c1ccco1)c1ccc(C(C)C)cc1` (centres undefined)?
LDHA inh: 5; APE1 inh: -4%; Apoferritin bind: -8%; ALOX12 inh: 0%; RGS4 inhibitor: -14%; ERG-DNA inh: 1%; Pol kappa inh: 3%; POLB inh: -1%; POLH inh: -15%

What do the screens show for `COCCNC(=O)c1cc(-c2ccccn2)nc2ccc(S(=O)(=O)N3CCC(C)CC3)cc12`?
LDHA inh: -13; APE1 inh: 55%; Apoferritin bind: -2%; ALOX12 inh: -16%; RGS4 inhibitor: 7%; ERG-DNA inh: -3%; Pol kappa inh: -10%; POLB inh: 30%; POLH inh: -6%

How did Cc1nnc(SCc2nc3sc4c(c3c(=O)[nH]2)CCCC4)n(N)c1=O do in these assays?
LDHA inh: -4; APE1 inh: 15%; Apoferritin bind: -5%; ALOX12 inh: inconclusive; RGS4 inhibitor: -8%; ERG-DNA inh: 5%; Pol kappa inh: -10%; POLB inh: 0%; POLH inh: -16%

What do the screens show for `COc1ccc(NC(=O)COC(=O)c2ccc(-n3cnnn3)cc2)cc1Cl`?
LDHA inh: -9; APE1 inh: 6%; ALOX12 inh: -13%; RGS4 inhibitor: -45%; ERG-DNA inh: 3%; Pol kappa inh: -19%; POLH inh: inconclusive

What do the screens show for `O=[N+]([O-])c1cc(S(=O)(=O)N2CCCC2)ccc1NN=C1CCCCC1`?
LDHA inh: -8; APE1 inh: 2%; Apoferritin bind: -6%; ALOX12 inh: -11%; RGS4 inhibitor: -23%; ERG-DNA inh: 2%; Pol kappa inh: -17%; POLB inh: 7%; POLH inh: -6%

What do the screens show for `CCOc1ccccc1C(C(=O)NC1CCCCC1)N(C(=O)c1csnn1)C1CC1` (centres undefined)?
LDHA inh: -1; APE1 inh: 55%[activator]; Apoferritin bind: 3%; ALOX12 inh: 20%; RGS4 inhibitor: 6%; ERG-DNA inh: -3%; Pol kappa inh: -10%; POLB inh: 3%; POLH inh: -9%

What do the screens show for `COc1cc(-c2cc(-c3ccccc3)nc(SCC(=O)Nc3nccs3)c2C#N)cc(OC)c1OC`?
LDHA inh: -4; APE1 inh: -2%; Apoferritin bind: -17%; ALOX12 inh: inactive; RGS4 inhibitor: -23%; ERG-DNA inh: -2%; Pol kappa inh: -23%; POLB inh: 1%; POLH inh: -9%

What do the screens show for `COc1cccc(N2CCN(CC(=O)c3c(C)[nH]c4ccccc34)CC2)c1`?
LDHA inh: 10; APE1 inh: 6%; Apoferritin bind: -19%; ALOX12 inh: -14%; RGS4 inhibitor: -6%; ERG-DNA inh: 3%; Pol kappa inh: 0%; POLB inh: 19%; POLH inh: -8%

How did COc1ccc(-c2cc(C(F)(F)F)nc(SCC(=O)NCc3cnn(C)c3C)n2)cc1OC do in these assays?
LDHA inh: -1; APE1 inh: -1%; Apoferritin bind: 10%; ALOX12 inh: -16%; RGS4 inhibitor: -5%; ERG-DNA inh: 10%; Pol kappa inh: -3%; POLB inh: 0%; POLH inh: -12%

How did CCCCN(Cc1nc2ccccc2c(=O)[nH]1)C(=O)COc1ccc(F)cc1Cl do in these assays?
LDHA inh: -2; APE1 inh: 8%; ALOX12 inh: 3%; RGS4 inhibitor: 18%; ERG-DNA inh: -13%; Pol kappa inh: 3%; POLH inh: 1%

How did O=C(NCC1CCCCC1)c1ccc(Br)o1 do in these assays?
LDHA inh: -3; APE1 inh: 4%; Apoferritin bind: inconclusive; ALOX12 inh: 0%; RGS4 inhibitor: -7%; ERG-DNA inh: -4%; Pol kappa inh: -10%; POLB inh: 5%; POLH inh: -7%

How did O=S(=O)(NCCc1ccccc1)c1cccs1 do in these assays?
LDHA inh: -8; APE1 inh: 29%; Apoferritin bind: inconclusive; ALOX12 inh: -20%; RGS4 inhibitor: 29%; ERG-DNA inh: 4%; Pol kappa inh: 4%; POLB inh: -1%; POLH inh: 6%

What do the screens show for `COc1cccc(Nc2nn3c(=O)c4ccccc4nc3s2)c1`?
LDHA inh: 1; APE1 inh: 20%&-12%; RGS4 inhibitor: -43%; Pol kappa inh: 14%; POLH inh: 50µM*

Results for CCCCNC(=O)C(=O)c1ccccc1NC(C)=O ?
LDHA inh: -6; APE1 inh: -2%; Apoferritin bind: -5%; ALOX12 inh: 423%[activator]; RGS4 inhibitor: 7%; ERG-DNA inh: -13%; Pol kappa inh: -3%; POLB inh: 30%; POLH inh: 0%

How did COc1cc(C2C(C(=O)c3ccc(C)o3)=C(O)C(=O)N2CCN2CCOCC2)ccc1OCCC(C)C (centres undefined) do in these assays?
LDHA inh: 3; APE1 inh: 15%; Apoferritin bind: inconclusive; ALOX12 inh: -15%; RGS4 inhibitor: -14%; ERG-DNA inh: 11%; Pol kappa inh: -2%; POLB inh: -14%; POLH inh: -25%

Grouped by structure: the entries above with a Cl atom (three)
How did CC(C)(C)Nc1nc(Cl)nc(NCCN2CCOCC2)n1 do in these assays?
LDHA inh: -9; APE1 inh: 0%; Apoferritin bind: 0%; ALOX12 inh: 0%; RGS4 inhibitor: 39%; ERG-DNA inh: 11%; Pol kappa inh: -12%; POLB inh: 0%; POLH inh: 9%

What do the screens show for `COc1ccc(NC(=O)COC(=O)c2ccc(-n3cnnn3)cc2)cc1Cl`?
LDHA inh: -9; APE1 inh: 6%; ALOX12 inh: -13%; RGS4 inhibitor: -45%; ERG-DNA inh: 3%; Pol kappa inh: -19%; POLH inh: inconclusive

How did CCCCN(Cc1nc2ccccc2c(=O)[nH]1)C(=O)COc1ccc(F)cc1Cl do in these assays?
LDHA inh: -2; APE1 inh: 8%; ALOX12 inh: 3%; RGS4 inhibitor: 18%; ERG-DNA inh: -13%; Pol kappa inh: 3%; POLH inh: 1%
